# High-throughput results (PubChem)
# NPR1 activator: GC-A stimulated cGMP production enhancers – HEK293 GC-A cells, cGMP TR-FRET, EC30 ANP, primary screen; hit rate 0.14% among 370,000; 0% at EC30 ANP, 100% saturating ANP; Atrial natriuretic peptide receptor 1 (Homo sapiens), P16066; activation, % at 10 µM; in the data active = activation above about 40%
# DAX1 inh-1: DAX1 (NR0B1) inhibitors, primary screen, cell-based, HEK293, Gal4-DAX1, luciferase luminescence. Nuclear receptor subfamily 0 group B member 1 (Homo sapiens), P51843. HEK293 Gal4-DAX1 luciferase reporter. inhibition, % at 6.75 µM. hit rate 0.99% among 340,000. AID 504766, 2011;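 active = inhibition above the mean over all tested compounds plus 3 SD, cut at about 4.2% in these data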;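 note: 0% = DAX1-transfected cells with DMSO and 100% = empty-vector control cells with DMSO; inhibition shows as a rise in luminescence from relieved DAX1 repression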
# Target sequence (P51843 207-470 limits assumed): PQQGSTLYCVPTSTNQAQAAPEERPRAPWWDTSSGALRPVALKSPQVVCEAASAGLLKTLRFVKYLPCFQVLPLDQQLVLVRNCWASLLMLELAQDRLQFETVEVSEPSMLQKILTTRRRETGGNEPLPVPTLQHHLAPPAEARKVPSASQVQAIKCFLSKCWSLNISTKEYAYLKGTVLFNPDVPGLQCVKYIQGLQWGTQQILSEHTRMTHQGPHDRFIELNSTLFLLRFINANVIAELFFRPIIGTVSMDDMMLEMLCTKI
# hgDAF12 agonist: H. glycines DAF-12 receptor agonists, primary screen, cell-based, luminescence, HEK293, GAL4 fusion, UAS-luciferase; HEK293 GAL4-hgDAF12 UAS-luciferase reporter, agonist luminescence; normalized to butyrate control; activation, % at 6.8 µM; hit rate 1.8% among 370,000;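 active = activation above a cutoff set at the mean of all screened compounds plus 3 SD, cut at about 10% in these data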;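 note: 0% = DMSO wells and 100% = sodium butyrate wells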
# FXN GAA850 act: FXN promoter activators, primary screen, cell-based, luciferase luminescence, HEK293 lucGAA850; AID 540364, 2011; activation, % at 6 µM; HEK293 lucGAA850 FXN promoter luciferase reporter, 24 h; percent of 10 µM SAHA response; hit rate 0.56% among 360,000;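 active = activation above the average of all compounds screened plus 3 SD, cutoff fixed separately per campaign, cut at about 7.5% in these data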;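 note: 0% = DMSO wells and 100% = 10 µM SAHA wells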
# ADAM10 inh: human ADAM10 inhibitors, primary screen, biochemical, QFRET, HTS | Disintegrin and metalloproteinase domain-containing protein 10 (Homo sapiens), O14672 | recombinant ADAM10, EDANS/DABCYL FRET peptide cleavage, 3 h | inhibition, % at 7 µM | hit rate 0.62% among 370,000;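 active = inhibition above a per-campaign cutoff equal to the mean of compounds falling between control-based bounds plus 3 SD, cut at about 20% in these data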;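 note: 0% = DMSO wells while the 100% control is not disclosed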
# Target sequence (O14672 214-748 limits assumed): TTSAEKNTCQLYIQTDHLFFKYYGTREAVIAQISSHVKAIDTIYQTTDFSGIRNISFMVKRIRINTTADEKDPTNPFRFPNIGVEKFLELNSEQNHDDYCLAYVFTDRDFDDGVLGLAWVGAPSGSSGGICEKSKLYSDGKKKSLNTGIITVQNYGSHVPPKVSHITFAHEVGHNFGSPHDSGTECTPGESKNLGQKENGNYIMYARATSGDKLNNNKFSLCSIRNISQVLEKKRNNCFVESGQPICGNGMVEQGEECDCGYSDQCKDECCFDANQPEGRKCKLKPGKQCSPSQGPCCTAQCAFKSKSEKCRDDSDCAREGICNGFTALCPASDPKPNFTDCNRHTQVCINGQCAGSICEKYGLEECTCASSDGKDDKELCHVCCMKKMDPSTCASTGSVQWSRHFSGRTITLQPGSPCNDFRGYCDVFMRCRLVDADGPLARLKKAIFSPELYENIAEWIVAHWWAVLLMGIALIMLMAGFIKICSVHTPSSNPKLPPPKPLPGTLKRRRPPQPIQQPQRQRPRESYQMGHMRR
# ssDAF-12 act: S. stercoralis DAF-12 nuclear receptor activators, primary screen, cell-based, luminescence, HEK293, GRIP1 co-expression, lit1-tk-luc | HEK293 ssDAF-12/GRIP1 lit1-tk-luc reporter; % of 3 µM dafachronic acid response | AID 652126, 2013 | Nuclear hormone receptor DAF-12 (Strongyloides stercoralis) | hit rate 1% among 370,000 | activation, % at 6.8 µM;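 active = activation above the mean over all tested compounds plus 3 SD, cut at about 0.9% in these data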;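 note: 0% = DMSO-only wells and 100% = 3 µM delta7-dafachronic acid wells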
# SMARCA2 activ: SMARCA2 (BRM) function activators, primary screen, cell-based, luminescence, high throughput | hit rate 1% among 370,000 | MG213 cells, MMTV-luciferase reporter, dexamethasone, overnight | activation, % at 9.1 µM; in the data active = activation above about 7.8%;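 note: 0% = vehicle wells and 100% = reference activator wells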
# PG9 Ab binder: binders of HIV-1 gp120 antibody PG9, primary screen, biochemical, TR-FRET; HIV-1 gp120 / PG9 antibody interaction; TR-FRET gp120-PG9 antibody binding; inhibition, % at 6.7 µM; hit rate 0.43% among 360,000; AID 624416, 2012; in the data active = inhibition above about 8.5%
# DAX1 inh-2: DAX1 (NR0B1) inhibitors on StAR promoter, primary screen, cell-based, luminescence, SF-1 (NR5A1), full-length DAX-1. hit rate 1.1% among 370,000. HEK293T StAR-luciferase reporter, SF-1/DAX-1 repression relief. AID 652010, 2013. inhibition, % at 6.8 µM;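 active = inhibition above the mean over all tested compounds plus 3 SD, cut at about 3.6% in these data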;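 note: 0% = DAX-1 cells with DMSO and 100% = cells lacking DAX-1 with DMSO; higher inhibition means more luminescence from relief of DAX-1 repression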
# ADAM17 inh: ADAM17 inhibitors, primary screen, biochemical, QFRET. Disintegrin and metalloproteinase domain-containing protein 17 (Homo sapiens), P78536. recombinant ADAM17, EDANS/DABCYL FRET peptide cleavage. inhibition, % at 6.95 µM. hit rate 0.83% among 370,000. AID 720648, 2013;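 active = inhibition above the mean of compounds lying between control limits plus 3 SD, set per campaign, cut at about 8.5% in these data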;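 note: 0% = DMSO-only wells as the low control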
# hcDAF12 agonist: H. contortus DAF-12 nuclear receptor activators, primary screen, cell-based, luminescence, HEK293, lit1-tk-luc reporter. activation, % at 6.8 µM. AID 652067, 2013. HEK293 hcDAF-12 lit1-tk-luc reporter; 0% DMSO, 100% Δ7-dafachronic acid. hit rate 1.4% among 370,000;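 active = activation above the mean of all tested compounds plus 3 SD, cut at about 5.5% in these data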;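 note: 100% = response to 3 µM Δ7-dafachronic acid high control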
# Starred values were filed as active, the others as inactive; x = no result given.
compound	NPR1 activator	DAX1 inh-1	hgDAF12 agonist	FXN GAA850 act	ADAM10 inh	ssDAF-12 act	SMARCA2 activ	PG9 Ab binder	DAX1 inh-2	ADAM17 inh	hcDAF12 agonist
S=C(N/N=C/c1ccc(Br)cc1)N1CCCCC1	4	6.7*	9.8	4.5	-73	1.2*	4	-0.7	2.4	-25	2.8
c1csc(-c2noc(COc3ccc4c(c3)CCCC4)n2)c1	1	4.1	12*	3.5	2	0.4	5	-2.3	4.0*	1	2.8
Cc1ccc2oc(=O)c3cnn(CC(=O)NC4CCCCC4C)c3c2c1 (centres undefined)	-5	0.7	-0.7	-1.9	-6	-1.5	0	-1.9	-0.5	0	-2.3
NC(=O)c1cc(C(=O)c2cccc(Cl)c2Cl)c[nH]1	3	-0.7	5.3	0.4	-8	-1.6	-3	-0.6	-0.6	1	-1.2
CCCC(=O)N(c1ccc2oc(=O)sc2c1)S(=O)(=O)c1cccs1	4	1.1	-0.5	3.3	12	-0.5	-1	2.3	-0.6	5	0.4
COc1ccc(Nc2nccc(-c3cccc(N)c3)n2)cc1	4	2.1	34*	13*	-1	0.8	5	-1.1	2.4	-2	13*
NC(=O)Cn1c(=O)oc2ccccc21	5	2.1	1.0	0.0	-2	-1.2	0	2.0	1.0	-2	-0.6
Cc1ccccc1NC(=O)C(Cc1ccccc1)n1cccc1 (centres undefined)	-2	1.4	-0.8	0.8	6	-1.2	2	-5.0	-0.2	1	-2.3
Cc1occc1C(=O)NNC(=O)c1ccc(Br)o1	4	2.2	-3.3	0.2	-13	-1.1	-3	-0.1	-0.4	-1	-0.7
CCOC(=O)CN1C(c2ccc(O)cc2)Nc2ccc(Br)cc2C1c1ccccc1 (centres undefined)	-43	2.5	-0.6	0.6	7	-1.9	0	-0.6	-0.6	4	-2.8
CCCC(C)NC(=S)NC(=O)c1cc(S(=O)(=O)N2CCOCC2)ccc1C (centres undefined)	1	-0.8	-2.8	1.1	-2	-2.0	-4	-0.2	-0.5	2	-2.5
O=C(CCCNS(=O)(=O)c1cccs1)N1CCN(c2cccc(Cl)c2)CC1	-1	-0.8	-3.9	-1.0	5	-1.8	-2	-2.8	-0.7	2	-0.7
N#Cc1ccc(NC(=S)NC(=O)CCc2ccc(S(=O)(=O)N3CCOCC3)cc2)cc1	1	0.0	-0.1	1.0	1	-1.1	3	0.5	0.2	-3	-1.3
Cc1c(NC(=O)NCCN2C(=O)C3C4C=CC(C4)C3C2=O)c(=O)n(-c2ccccc2)n1C (centres undefined)	1	-1.6	-1.5	1.0	5	-1.0	5	1.2	-0.9	1	0.7
O=[N+]([O-])c1ccc(Nc2nc(NCCO)nc(N3CCCC3)n2)cc1	2	-0.8	-0.9	-0.1	3	-1.8	0	-1.0	-0.9	6	-2.0
O=C(OCN1C(=O)c2ccccc2C1=O)c1ccco1	3	1.1	2.4	1.7	12	-0.8	1	0.9	0.5	-3	-1.4
CS(=O)(=O)Nc1ccc2c(c1)OCC(=O)N2Cc1ccccc1	9	0.7	-0.4	-1.9	-5	-1.4	-3	1.2	-0.5	-3	-0.9
COCCNC(=O)C1(C)CCCN(C(=O)c2ccc(F)cc2Cl)C1 (centres undefined)	1	x	5.2	-0.8	-6	-1.1	-1	0.1	1.2	-1	-0.5
CN(C)CCN(C(=O)c1ccc(N2C(=O)CCC2=O)cc1)c1nc2cc3c(cc2s1)OCCO3	23	x	3.6	x	-5	0.1	-3	0.3	1.0	-3	0.2
COC(=O)CC1SC(=O)NC1=Nc1ccccc1 (centres undefined)	5	-1.0	-1.2	0.3	3	-1.6	-1	0.5	-0.2	-1	-1.6
CC1(C(=O)Nc2cccc(C(F)(F)F)c2)Cc2c(-c3cccc(C(F)(F)F)c3)ccnc2O1 (centres undefined)	-5	x	-4.4	-1.3	-6	-0.9	-4	1.2	-0.5	-2	1.1
NC(=O)c1oc2ccccc2c1NC(=O)CN1CCCCC1	0	-0.6	-0.6	-1.7	4	-1.7	0	-2.5	0.4	-3	-1.8
O=C(c1ccncc1)N(Cc1ccccc1)Cc1nc2ccccc2c(=O)[nH]1	1	0.1	5.2	-0.6	-1	-0.5	-3	1.3	-0.2	1	-0.1
Cc1cccn2c(=O)c3cc(C(=O)N4COCC4(C)C)n(C)c3nc12	7	0.7	-2.2	1.1	-279	-0.7	-1	1.4	-0.5	-85	3.0
COc1cccc(-c2onc3ccc(C(C)=O)cc23)c1	2	2.2	2.1	1.4	-17	-1.4	8.4*	-3.9	0.9	-6	2.3

compound	NPR1 activator	DAX1 inh-1	hgDAF12 agonist	FXN GAA850 act	ADAM10 inh	ssDAF-12 act	SMARCA2 activ	PG9 Ab binder	DAX1 inh-2	ADAM17 inh	hcDAF12 agonist
COc1ccc(-c2csc3ncnc(N4CCN(S(=O)(=O)c5cccs5)CC4)c23)cc1	-4	-0.1	-5.5	1.4	0	-1.7	1	-0.7	-1.5	0	-2.8
C=CCOc1ccc(/C=C/C(=O)OCC(=O)N2CCCc3ccccc32)cc1	4	0.1	1.4	1.7	-9	-1.3	-1	0.1	-0.8	-2	-1.4
COC(=O)Nc1nn(Cc2ccccc2F)cc1Br	-1	0.8	-2.1	-0.7	5	-1.5	1	-3.5	-0.5	-1	-1.5
NC(=O)C1CCN(C(=O)CCc2nc3ccccc3c(=O)[nH]2)CC1	-2	0.0	-2.0	4.4	-1	-1.1	-3	-0.6	1.8	2	-0.4
CC(C)C(=O)N1CC(=O)Nc2ccc(F)cc2C1c1ccc(F)cc1 (centres undefined)	3	-0.3	-0.7	-0.2	11	-1.5	1	0.5	0.5	-3	-2.5
O=C(CCNC(=O)c1ccco1)Nc1ccc(C(F)(F)F)cc1	0	0.8	-0.7	-1.2	-3	-1.0	-1	-1.1	0.3	2	0.4
CCCCCCC(=O)N1C/C=C\C(c2ccc(OC)cc2)N(Cc2ccc(F)cc2)C(=O)[C@H]1Cc1ccccc1 (some centres undefined)	-3	x	-1.6	x	1	-1.8	0	0.6	0.2	1	-1.1
COc1ccc2oc3cc(C)[n+]([O-])c(-c4ccc(Br)cc4)c3c2c1	-24	-2.4	-3.0	-3.2	-123	-2.0	-5	-1.3	-2.1	-43	-2.1
Cc1cc2cc(C)c(NCCNC(=O)c3cccc(F)c3)nc2cc1C	-3	-1.2	1.5	2.5	-52	-2.1	0	-0.3	-0.3	-19	-0.7
Cc1ncnc(N)c1CCCNc1ccccc1	0	1.2	-2.8	1.5	-9	-1.1	-1	0.9	-0.6	-2	1.0
CCOc1ccc(NC(=O)CN(C)C(=O)C2CSC3(C)CCC(=O)N23)cc1OCC (centres undefined)	3	-0.2	3.0	-1.8	-3	-1.2	-3	2.4	-0.3	-28	-0.5
Cc1cc(C)c(NC(=O)CNC(=O)CSc2nnc(N)s2)c(C)c1	2	-0.7	4.8	-1.0	-8	-0.8	-2	0.5	0.1	-5	-1.6
O=C(C[C@H]1C/C=C\C[C@H](Cc2ccc(F)cc2)C(=O)OCCNC1=O)NCCO	-2	1.2	0.6	-1.9	-10	-1.3	0	0.7	0.1	-1	-1.2
Cc1ccc2nc(SCC(=O)O)nc(C)c2c1	3	0.3	-1.7	2.7	-18	-1.2	-1	-0.3	-0.1	-7	-0.2
CSc1oc(-c2ccco2)nc1S(=O)(=O)c1ccccc1	-2	0.0	1.8	1.1	-8	-1.3	1	2.0	0.2	-3	-0.1
CC1(C)CC(=O)N(CC(=O)O)c2ccccc2S1(=O)=O	1	0.8	-5.1	2.1	-4	-0.8	-3	-0.1	0.3	0	-0.5
O=C(CCC(=O)N1CCN(S(=O)(=O)c2ccc3ccccc3c2)CC1)NCC(F)(F)F	-2	-0.1	4.6	-0.2	4	-1.3	3	-3.5	0.0	-1	-2.0
COC(=O)c1ccc(N2C(c3cc(OC)cc(OC)c3)=Cc3ccc(OC)cc3C2CC(=O)c2ccco2)cc1 (centres undefined)	-3	x	0.2	x	-7	-1.1	-5	-0.7	-2.4	3	-0.5
O=C(CCNC(=O)c1ccc(Br)o1)NCc1ccccn1	2	1.1	1.4	0.4	-6	-0.9	-2	-0.2	-0.1	-3	-1.1
O=C(CSc1nc2ccccc2c(=O)n1CC1CCCO1)NCCc1ccccc1 (centres undefined)	1	0.5	-0.5	-0.7	-6	-1.5	-1	1.9	0.8	2	-0.6
O=C(CNC(=O)c1ccc(Cl)cc1Cl)OCC(=O)N1CCCC1	5	-0.4	0.6	-0.8	-8	-0.7	-4	-0.8	2.9	0	0.0
O=C(CNC(=S)N(Cc1ccccc1)Cc1cccnc1)NC1CC1	-1	-0.4	-1.6	2.3	-1	-0.8	1	-2.6	0.6	-1	-1.6
CNC(=S)N(Cc1ccc2c(c1)OCO2)C1CC(=O)N(c2ccc(F)cc2)C1=O (centres undefined)	-2	-1.0	-3.2	0.2	13	-1.1	-4	0.1	-0.3	1	-1.3
O=C(O)C(Cc1cccs1)c1cccs1 (centres undefined)	1	-1.8	-2.4	0.1	-1	-0.8	2	-2.1	0.1	-1	1.4
O=C(c1cc(-c2ccccc2)nc2ccccc12)N1CCOCC1	5	0.3	1.6	0.8	4	0.0	-4	0.9	1.2	1	2.4

# Entries of single compounds, looked up by structure. Screens in order: NPR1 activator	DAX1 inh-1	hgDAF12 agonist	FXN GAA850 act	ADAM10 inh	ssDAF-12 act	SMARCA2 activ	PG9 Ab binder	DAX1 inh-2	ADAM17 inh	hcDAF12 agonist
# O=C(c1cc(-c2ccccc2)nc2ccccc12)N1CCOCC1 in the list: 5	0.3	1.6	0.8	4	0.0	-4	0.9	1.2	1	2.4
# COC(=O)Nc1nn(Cc2ccccc2F)cc1Br in the list: -1	0.8	-2.1	-0.7	5	-1.5	1	-3.5	-0.5	-1	-1.5

# Continued.
compound	NPR1 activator	DAX1 inh-1	hgDAF12 agonist	FXN GAA850 act	ADAM10 inh	ssDAF-12 act	SMARCA2 activ	PG9 Ab binder	DAX1 inh-2	ADAM17 inh	hcDAF12 agonist
O=C(Nc1ccccc1C(=O)NC1CCCC1)NC1CCCC1	3	5.8*	1.1	1.0	-13	-1.5	-4	2.8	0.1	-2	-1.5
Fc1cccc(Cl)c1/C=C/c1cnc2ccccc2n1	-4	1.8	16*	3.0	-49	2.0*	3	-3.0	3.0	-21	20*
O=S(=O)(Cc1ccccc1)N1CCN(c2ncccn2)CC1	2	-1.0	-2.9	0.6	-11	-1.4	-3	-0.2	0.1	4	-1.6
CCOC(=O)c1cc(-c2ccc3c(c2)OCO3)nc2onc(C)c12	8	2.5	-1.4	1.7	-27	-1.4	-2	0.8	-0.6	-7	-0.4
